# From PubChem
# KCNQ1 inh: human KCNQ1 channel inhibition; P51787; B-score at 10 µM; CHO-K1 KCNQ1, FluxOR thallium flux fluorescence; stronger effect = higher value; actives 1.3% (n = 310,000); AID 2642;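 active = compounds whose thallium flux B-score, printed positive for inhibition, exceeds three library SD while starting fluorescence stays within three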;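 note: channel opened by potassium depolarization with thallium stimulus after 20 min compound exposure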
# KCNK3 block: human KCNK3 channel inhibition, primary screen; AID 602410; actives 0.84% (n = 340,000); O14649; B-score at 10 µM; CHO-KCNK3 thallium flux, FluxOR fluorescence; stronger effect = lower value;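 active = B-score under library mean minus 4 SD, starting fluorescence ratio at most library mean plus 5 SD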;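 note: more negative B-score means stronger inhibition of thallium flux through KCNK3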
# RGS4 act: potentiators or activators of RGS4 | HEK293 M3R/inducible RGS4, carbachol calcium flux Fluo4; stronger effect = lower value | B-score at 10 µM | actives 0.92% (n = 310,000);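 active = B-score of the integrated calcium signal more than 4 SD below the library mean, with starting fluorescence not abnormally high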;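 note: negative B-score means reduced calcium response which marks RGS4 activation or potentiation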
#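 Reagent: ECmax carbachol challenge; Test system: M3R-expressing HEK293 line, RGS4 induced by doxycycline; Schedule: overnight RGS4 induction, 30 min dye load 37 °C, 20 min compound RT; Detection: calcium dye Fluo4 fluorescence; Read-out: Agonist-evoked peak-minus-minimum fluorescence over baseline, integrated ratio, B score.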
# HDAC3 inh: human HDAC3 inhibition; inhibition, % at 8.3 µM; O15379; recombinant HDAC3, fluorogenic peptide/trypsin coupled, fluorescence; actives 0.15% (n = 320,000); in the data active = inhibition above about 26%, passing the limit was not always enough
# Target sequence (O15379 whole entry, looked up): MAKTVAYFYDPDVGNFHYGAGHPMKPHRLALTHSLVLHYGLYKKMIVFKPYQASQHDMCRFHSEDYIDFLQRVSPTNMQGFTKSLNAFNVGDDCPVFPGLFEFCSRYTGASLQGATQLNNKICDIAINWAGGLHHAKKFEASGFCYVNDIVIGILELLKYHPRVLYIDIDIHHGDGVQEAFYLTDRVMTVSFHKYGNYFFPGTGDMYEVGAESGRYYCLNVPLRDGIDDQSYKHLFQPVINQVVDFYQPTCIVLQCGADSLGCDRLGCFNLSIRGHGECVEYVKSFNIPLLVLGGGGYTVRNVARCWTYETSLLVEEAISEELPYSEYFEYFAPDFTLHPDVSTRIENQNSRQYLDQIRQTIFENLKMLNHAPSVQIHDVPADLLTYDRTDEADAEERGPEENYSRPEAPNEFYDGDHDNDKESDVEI
# TMEM16A inh: inhibitors of mouse TMEM16A calcium-activated chloride channel. Q8BHY3. HEK293 TMEM16A/YFP iodide influx fluorescence, ionomycin. normalized B-score (activity score, 25-100; higher = stronger inhibition) at 10 µM. actives 1.2% (n = 310,000);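 active = ratio plate-corrected score three or more library SD toward inhibition, starting fluorescence score within five deviations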;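 note: score derived from kinetic fluorescence span divided by baseline fluorescence per well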
# ANO1 activ: activates or potentiates the mouse TMEM16A chloride channel; HEK293 TMEM16A/YFP-H148Q/I152L, iodide quench fluorescence; stronger effect = lower value; Q8BHY3; B-score at 10 µM; actives 0.3% (n = 340,000);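 active = fluorescence-ratio B-score plate-corrected deviation score at least 3 library SD below zero, with starting fluorescence score within 5 deviations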;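 note: channel opened by trigger with iodide after compound preincubation; score built on the fluorescence ratio of max minus min over baseline; more negative score means more quench and so TMEM16A activation or potentiation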
# SKKanGAS inh: inhibitors of SKKanGAS S. pyogenes growth in kanamycin (SK-promoter or general growth effect); AID 1662; inhibition, % at 7.5 µM; BacTiter-Glo, 6 h; actives 1.3% (n = 300,000);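 active = mean replicate score, as percent of positive control median, at least 50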;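 note: strain carries kanamycin resistance gene driven by streptokinase promoter and grows in 40 µg/ml kanamycin; loss of luminescence reflects streptokinase promoter inhibition or plain growth inhibition; 0% = median of DMSO wells and 100% = positive control at its reference dose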
# KCNQ1 pot: potentiators or activators of human KCNQ1 potassium channel; P51787; CHO-K1 KCNQ1, thallium flux FluxOR fluorescence; stronger effect = higher value; B-score at 10 µM; actives 0.35% (n = 310,000); AID 2648;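 active = fluorescence ratio B-score, a plate-corrected score, at least three library SD, with initial intensity B-score within 5 SD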
#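 Material: CHO-K1 cells stably expressing KCNQ1. Medium: assay buffer for compound exposure, DMSO matched across wells. Reagent: K+/Tl+ depolarizing stimulus. Compound dosing: single-concentration screen. Times: 37 °C overnight plating, 90-min dark dye load, 20-min compound pretreatment. Technique: FluxOR Tl+ flux fluorescence.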
# KCNK9 block: blocks the human KCNK9 two-pore domain potassium channel. Q9NPC2. actives 1.2% (n = 310,000). B-score at 10 µM. AID 488922. HEK293 KCNK9, FluxOR thallium flux fluorescence; stronger effect = lower value;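 active = ratio B-score over 3 SD below the library mean, with starting fluorescence within 5 SD of its mean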;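 note: negative B-score means less thallium flux so channel inhibition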
# Target sequence (Q9NPC2 whole entry, looked up, the tested form may be a part): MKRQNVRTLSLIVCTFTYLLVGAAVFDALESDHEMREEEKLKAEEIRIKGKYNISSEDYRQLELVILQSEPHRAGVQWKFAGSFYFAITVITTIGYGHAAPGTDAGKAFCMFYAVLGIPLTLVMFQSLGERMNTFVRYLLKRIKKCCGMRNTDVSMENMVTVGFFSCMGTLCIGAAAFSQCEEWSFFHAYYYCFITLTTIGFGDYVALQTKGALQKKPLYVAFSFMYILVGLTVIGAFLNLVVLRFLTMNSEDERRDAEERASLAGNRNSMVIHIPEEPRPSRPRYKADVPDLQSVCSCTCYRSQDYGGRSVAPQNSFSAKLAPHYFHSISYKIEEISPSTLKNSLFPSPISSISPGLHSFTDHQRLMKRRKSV
# RGS4 block: inhibitors of human RGS4; P49798; HEK293 M3R/RGS4 inducible, Fluo-4 calcium flux; stronger effect = higher value; triggered by carbachol at its EC20; B-score at 10 µM; actives 0.45% (n = 310,000);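 active = B-score, a plate-corrected calcium signal, over three deviations above library mean, with baseline fluorescence within five deviations of library mean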;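 note: RGS4 expression induced by doxycycline in cells with stable M3 receptor; B-score is computed from the integrated fluorescence ratio over baseline after carbachol; higher B-score means a larger calcium signal and so more RGS4 inhibition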
# Target sequence (P49798 whole entry, looked up): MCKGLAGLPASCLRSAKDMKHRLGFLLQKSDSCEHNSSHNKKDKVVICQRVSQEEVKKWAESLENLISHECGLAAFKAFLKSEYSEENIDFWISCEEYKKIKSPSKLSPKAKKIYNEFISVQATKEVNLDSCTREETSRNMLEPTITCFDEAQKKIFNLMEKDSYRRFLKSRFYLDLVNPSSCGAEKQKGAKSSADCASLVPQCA
# hERG rescue: hERG (human) protection from proarrhythmic block; Q12809; CHO-hERG, FluxOR thallium flux, dofetilide IC70 present; activation (rescue from dofetilide block), less the hit threshold, % at 10 µM; actives 0.51% (n = 310,000); AID 1511;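 active = activation above the mean of controls blocked by dofetilide plus 5 SD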;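 note: thallium influx through hERG after potassium depolarization seen as dye fluorescence rise; in these data hits start at about 4.7%; inactives centre near -7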
# The depositor's hits bear a star; i = inactive; nt = no result given.
SMILES,KCNQ1 inh,KCNK3 block,RGS4 act,HDAC3 inh,TMEM16A inh,ANO1 activ,SKKanGAS inh,KCNQ1 pot,KCNK9 block,RGS4 block,hERG rescue
Nc1c(S(=O)(=O)c2ccccc2)c2nc3ccccc3nc2n1/N=C/c1cccc(O)c1,i,i,i,-1,i,i,56*,i,i,i,-22
O=C(CSc1ccc2ccccc2n1)c1ccccc1,i,i,i,0,i,i,-3,i,i,i,-10
CSC1=C(C#N)C(c2ccccc2)C(C(C)=O)=C(C)N1 (stereo not given),i,i,i,-2,i,i,1,i,i,i,-3
COc1ccccc1C(=O)Nn1cnnc1,i,i,i,0,i,i,0,i,i,i,1
Nc1nc(CN2CCN(c3ccccn3)CC2)nc(Nc2ccc(Cl)cc2)n1,i,i,i,2,i,i,9,i,i,i,-26
C=CCn1c(-c2csc(-c3ccccc3)n2)n[nH]c1=S,i,i,i,3,i,i,2,i,i,i,-2
Cc1cccc(C)c1OCc1cc(C(=O)N(C)Cc2nc3ccccc3[nH]2)no1,i,i,i,6,i,i,-28,i,i,i,-16
Cn1c(C(=O)NCc2ccccn2)cc2c(=O)n3ccccc3nc21,i,i,i,-144,i,i,-13,i,i,i,-11
CCN(C(=O)/C=C/c1cc(OC)c(OC)c(OC)c1)C1CCCCC1,i,i,i,4,i,i,-7,i,i,i,-2
Cc1cc(NC(=O)Cn2nnc(-c3ccccc3N)n2)no1,i,i,i,1,i,i,-2,i,i,i,-3
N#C/C(=C(/O)c1ccco1)c1nc2ccccc2[nH]1,i,i,i,-7,i,i,6,i,i,i,-11
COc1ccc2c(c1)[nH]c1c(=O)n(CCN3CCOCC3)cnc12,i,i,i,4,i,i,0,i,i,i,-12
COc1ccc(/C=C(\C#N)C(=O)OCC(=O)NC(C)c2ccccc2)cc1 (stereo not given),i,i,i,10,i,i,1,i,i,i,-6
Cc1ccc(C=Nc2ccccc2C(=O)Nc2ccccc2)cc1,i,i,i,0,i,i,1,i,i,i,-12
Cc1ccc(/C=C/c2nc3ccccc3c(=O)[nH]2)cc1,i,i,i,-6,i,i,-3,i,i,i,-6
COC(=O)c1sccc1NC(=O)CNC(=O)c1ccccc1,i,i,i,8,i,i,18,i,i,i,-7
O=C(/C=C/c1ccc(Cl)cc1)Nc1ccccc1N1CCOCC1,i,i,i,-2,i,i,-10,i,i,i,-3
Cc1cc(C)n2nc(C(=O)NCc3cccc(C(F)(F)F)c3)nc2n1,i,i,i,3,i,i,-8,i,i,i,-10
Cc1noc(COc2ccccc2OCC(N)=O)n1,i,i,i,-4,i,i,-3,i,i,i,-16
COc1ccccc1NC(=O)CS(=O)(=O)c1cccc2nsnc12,i,i,i,3,i,i,-1,i,i,i,1
COC(=O)c1oc2ccccc2c1NC(=O)CN1CCCC1,i,i,i,5,i,i,11,i,i,i,1
COc1ccc(Nc2cc(C(=O)NCCCN3CCN(C)CC3)c3ccccc3n2)cc1,i,i,i,0,i,i,13,i,i,i,-5
O=C(NCC(=O)N(c1cccc(F)c1)C(C(=O)NC1CCCC1)c1ccncc1)c1ccco1 (stereo not given),i,i,i,1,i,i,-12,i,i,i,-8
c1ccc2[nH]c(CSc3nccs3)nc2c1,i,i,i,6,i,i,8,i,i,i,-17
N#CCCN(CCC#N)S(=O)(=O)c1ccc(C(=O)Nc2nnc(C3=COCCO3)o2)cc1,i,i,i,8,i,i,-6,i,i,i,-7
c1ccc(COn2nnc3ccccc32)c(COn2nnc3ccccc32)c1,i,-9.7*,i,1,i,i,-23,i,i,i,-10
O=C(NCCCn1ccnc1)/C(=C\c1cccs1)NC(=O)c1cccs1,i,i,i,2,i,i,-5,i,i,i,-8
COc1ccc(C(=O)CN2CCN(c3ccc(F)cc3)CC2)cc1,i,i,i,-3,i,i,0,i,i,i,-4
Cc1cccc(Nc2nc(N)nc(CN3CCC(C(N)=O)CC3)n2)c1C,i,i,i,-11,i,i,-5,i,i,i,-6
O=C(Nc1ccc(F)cc1)N1CCCN(c2nccc(C(F)(F)F)n2)CC1,i,i,i,nt,i,i,-7,i,i,i,-9

# Reprinted at random: 2 entries already listed
SMILES,KCNQ1 inh,KCNK3 block,RGS4 act,HDAC3 inh,TMEM16A inh,ANO1 activ,SKKanGAS inh,KCNQ1 pot,KCNK9 block,RGS4 block,hERG rescue
COC(=O)c1sccc1NC(=O)CNC(=O)c1ccccc1,i,i,i,8,i,i,18,i,i,i,-7
O=C(/C=C/c1ccc(Cl)cc1)Nc1ccccc1N1CCOCC1,i,i,i,-2,i,i,-10,i,i,i,-3

# (more compounds)
SMILES,KCNQ1 inh,KCNK3 block,RGS4 act,HDAC3 inh,TMEM16A inh,ANO1 activ,SKKanGAS inh,KCNQ1 pot,KCNK9 block,RGS4 block,hERG rescue
CC(C)(C)NC(=O)C(=O)NNC(=O)c1cccc(F)c1,i,i,i,-1,i,i,-20,i,i,i,-12
COc1ccc(Nc2nc(-c3ccccc3F)nc3ccccc23)cc1OC,i,i,-7.2*,3,i,i,9,i,i,i,-15
Cc1cnc(NC(=O)CSc2nnc(-c3ccccc3)o2)s1,i,i,i,-6,i,i,-10,i,i,i,-12
Cc1ccc(S(=O)(=O)N2Cc3ccccc3CC2C(=O)Nn2cnnc2)cc1 (stereo not given),i,i,i,2,i,i,4,i,i,i,-10
CCOC(=O)c1sc2nc(C)nc(NCc3ccc(Cl)cc3)c2c1C,i,-11*,-7.8*,-5,i,i,32,i,i,i,-16
Cc1oc(-c2ccc(Cl)cc2)nc1CS(=O)CC(=O)NC1CC1 (stereo not given),i,i,i,4,i,i,-8,i,i,i,-8
N#CC1(c2ccccc2)CCCN1C(=O)c1ccc(Br)cc1 (stereo not given),i,i,i,2,i,i,1,i,i,i,-6
O=C(Nc1ccnn1C1CCN(Cc2ccc(F)cc2)CC1)C1CC1,i,i,i,nt,nt,i,-4,i,i,i,-8
COc1ccc2nc(CNC(=O)C3CCC(=O)N(CCc4ccccc4)C3)[nH]c2c1 (stereo not given),i,i,i,nt,i,i,0,i,i,i,-5
O=C(NCC1OCCc2ccccc21)c1ccc(NC(=O)c2ccc(Cl)cc2Cl)cc1 (stereo not given),i,i,i,1,i,i,21,i,i,i,-6
O=C1C=C(Nc2ccc(Cl)cc2)CC(c2ccco2)C1 (stereo not given),i,i,i,16,i,i,1,i,i,i,-7
COc1ccc(CN2CC[C@H]3C=CC[C@@H](C(=O)N4CCOCC4)[C@H]3C2=O)cc1OC,i,i,i,-2,i,i,2,i,i,i,5.8*
COc1ccc(C=O)cc1CSc1nnc(COc2cccc3cccnc23)o1,i,i,i,-6,i,i,-6,i,i,i,-18
O=C(COC(=O)c1cc(-c2ccccn2)nc2ccccc12)Nc1ncc(C(F)(F)F)cc1Cl,i,i,i,nt,i,i,12,i,i,i,-11
COc1ccccc1C(=O)NCCC(=O)N(C)CC(=O)Nc1ccc(C)cc1,i,i,i,3,i,i,-12,i,i,i,-11
Cc1cc(C(=O)COC(=O)C2=NNC(=O)CC2)c(C)n1-c1cccc(C(F)(F)F)c1,i,i,i,4,i,i,-2,i,i,i,-15
CC(=O)Nc1ccc(S(=O)(=O)N2CCC(C(=O)Nc3nccs3)CC2)cc1,i,i,i,-2,i,i,-5,i,i,i,-10
CC(C)COc1ccc(/C(=N/O)c2ccccc2)cc1,i,i,i,1,i,i,19,i,i,i,-1
COc1ccc(S(=O)(=O)Nc2cccc(F)c2)cc1C,i,i,i,6,i,i,-16,i,i,i,-13
CCN(C(=O)COC(=O)c1cccc(S(=O)(=O)N(CC)CC)c1)C1CCS(=O)(=O)C1 (stereo not given),i,i,i,0,i,i,-6,i,i,i,-5
CCOP(=O)(OCC)C(NC(=O)/C=C/c1ccc(OC)cc1)c1ccccc1 (stereo not given),i,i,i,2,i,i,5,i,i,i,-5
O=[N+]([O-])c1cccc(/C=C/c2ccncc2)c1,i,i,i,0,i,i,4,i,i,i,0
Cc1cc(Nc2ccccc2)nc(N2CCOCC2)n1,i,i,i,-2,i,i,6,i,i,i,-1
CCCCn1c(=O)c(CCC(=O)OCC(=O)NCc2ccc(OC)c(OC)c2)nc2ccccc21,i,i,i,2,i,i,8,i,i,i,-4
O=C(NC1CCCC1)C1CCN(c2nccs2)CC1,nt,i,nt,-2,i,i,2,nt,nt,nt,nt
O=C(CN1C(=O)NC2(CCCCC2)C1=O)Nc1ccccc1N1CCCC1,i,i,i,3,i,i,-9,i,i,i,-2
Cc1ccc(Cn2c(O)c(N=O)c3ccccc32)cc1,i,i,i,7,i,i,10,i,i,i,-11
COc1ccc(Cl)cc1C(=O)NCC(=O)OCc1ccccc1,i,i,i,0,i,i,-19,i,i,i,-16
CC(=O)COc1ccc2oc(=O)cc(-c3cc4ccccc4o3)c2c1,i,i,i,-2,i,i,11,i,i,i,-12
CC1CCN(C(=O)CN(c2ccc(Oc3ccccc3)cc2)S(C)(=O)=O)CC1,i,i,i,-4,i,i,3,i,i,i,-10
CCOC(=O)c1cc(NC(=O)NCc2ccco2)c(C)nc1C,i,i,i,-8,i,i,-5,i,i,i,-6
Cc1cc(NC(=O)CN2CCCCC2)no1,i,i,i,-6,i,i,10,i,i,i,-6
CCOC(=O)Cc1csc(NC(=O)/C=C/c2ccc(Cl)cc2)n1,i,i,i,6,i,i,-7,i,i,i,-7
COc1cccc(C2C(C#N)=C(N)N(N(C)C)C3=C2C(=O)CC(C)(C)C3)c1OC (stereo not given),i,i,i,3,i,i,1,i,i,i,-7
Cc1[nH]c2ccccc2c1C(=O)COc1ccccc1F,i,i,i,-3,i,i,0,i,i,i,-12
CCOc1ccc(Nc2n[nH]c(=S)s2)cc1,i,i,i,1,i,i,3,i,i,i,-3
Cc1ccc(S(=O)(=O)N(C)c2ccc3c(ncn3C)c2[N+](=O)[O-])cc1,i,i,i,12,i,i,-1,i,i,i,-4
Nc1nc(Nc2ccccc2)nc(N2CCOCC2)c1[N+](=O)[O-],i,i,i,7,i,i,2,i,i,i,-5
COc1ccc(OCc2cc(C(=O)NCc3nc(C)cs3)no2)c(Cl)c1,i,i,i,4,i,i,6,i,i,i,-7
